Screening results: PubChem BioAssay, Sanford-Burnham Center for Chemical Genomics
hIAP block – blocks human intestinal alkaline phosphatase | P09923 | purified IAP, CDP-Star luminescence, 30 min | inhibition, % at 10 µM | hit rate 0.12% among 330,000;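 active = inhibition reaching a set limit with compound at 10 µM in the primary screen, cut at about 35% in these data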;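 note: plate controls were DMSO wells with enzyme for no effect and no-enzyme buffer wells for full effect; values of inactives mirror those of a sister screen read the other way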
Target sequence (P09923 whole entry, looked up): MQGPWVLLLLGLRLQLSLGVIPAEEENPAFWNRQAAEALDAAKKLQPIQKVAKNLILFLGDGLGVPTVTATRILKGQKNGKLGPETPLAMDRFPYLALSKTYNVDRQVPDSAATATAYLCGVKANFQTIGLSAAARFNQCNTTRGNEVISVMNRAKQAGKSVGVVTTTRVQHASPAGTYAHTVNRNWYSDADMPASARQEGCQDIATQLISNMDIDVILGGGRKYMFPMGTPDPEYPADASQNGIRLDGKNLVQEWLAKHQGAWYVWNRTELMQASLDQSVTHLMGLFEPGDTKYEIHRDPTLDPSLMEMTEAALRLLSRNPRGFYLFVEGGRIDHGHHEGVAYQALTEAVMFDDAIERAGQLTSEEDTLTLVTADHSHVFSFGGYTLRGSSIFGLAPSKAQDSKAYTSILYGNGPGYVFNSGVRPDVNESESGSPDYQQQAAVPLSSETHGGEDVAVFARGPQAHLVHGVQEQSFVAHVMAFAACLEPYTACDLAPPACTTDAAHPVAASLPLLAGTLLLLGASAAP
NALP3 yeast inh – blocks the NALP3 inflammasome reconstituted in yeast; inhibition, % at 10 µM; hit rate 0.39% among 330,000; AID 2825; Yeast reconstituted NLRP3/ASC/caspase-1, beta-gal luminescence, 24 h;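 active = inhibition of 50% or more; inactive = inhibition below 50%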;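 note: plate controls were induced DMSO wells for no effect and uninduced yeast grown without galactose for full effect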
hIAP act – increases human intestinal alkaline phosphatase activity. activation factor at 10 µM. P09923. hit rate 0.16% among 330,000. purified human IAP, CDP-Star luminescence, 30 min; hits give high values; 1 = vehicle-only enzyme, 0 = enzyme-free background;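 active = activation factor of the enzyme at least 2-fold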; note: the source names both 10 and 20 µM as test concentration; values of inactives mirror those of a sister screen read the other way
tim10-1 inh – growth inhibitors of tim10-1 mutant yeast; inhibition, % at 20 µM; S. cerevisiae tim10-1 ts strain growth, BacTiter-Glo, 24 h; hit rate 2.2% among 330,000;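 active = inhibition of at least 40%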;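 note: mutant grown at 25 °C; 0% = DMSO wells with yeast and 100% = wells holding no yeast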
Apaf1 inhib – human Apaf-1 inhibition | reconstituted apoptosome caspase-3 activity, DEVD-Rh110 fluorescence | inhibition, % at 20 µM | hit rate 0.71% among 330,000 | AID 489030; active = inhibition of at least 40% at 20 µM;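 note: plate controls were DMSO wells for no effect and DEVD-CHO caspase inhibitor wells for full effect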
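Assay system – apoptosome proteins · Medium – Hepes buffer, pH 7.5 · Also added – cytochrome c with DEVD-Rh110 · Timing – 30 min compound preincubation, 50 min activation, room temperature · Detection – Rh110 fluorescence, excitation 480 nm, emission 540 nm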
mIAP inh – mouse IAP inhibition | purified mouse IAP, CDP-Star luminescence, 30 min | hit rate 0.2% among 330,000 | inhibition, % at 10 µM;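 active = inhibition of at least 40% at 10 µM in the primary screen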;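 note: plate controls were DMSO with enzyme for no effect and no enzyme wells for full effect; values of inactives mirror those of a sister screen read the other way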
mIAP act – mouse IAP activation; hit rate 0.24% among 330,000; AID 2805; muIAP, CDP-Star luminescence, 30 min; hits give high values; 1 = vehicle-only enzyme signal, 0 = enzyme-free wells; activation factor at 10 µM;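 active = activation factor of at least 2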; note: the source names both 10 and 20 µM as test concentration; values of inactives mirror those of a sister screen read the other way
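Assay system: mouse IAP enzyme; Reagent: CDP-Star chemiluminescent phosphatase substrate; Compound: DMSO-dissolved test compounds; Incubation: 30 min, room temperature; Technique: luminescence from enzymatic CDP-Star hydrolysis; Controls: DMSO-only wells and no-enzyme negative control.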
ATG4B inhibitor – inhibitors of human ATG4B cysteine protease; ATG4B cleavage of LC3-PLA2, NBD-HPC fluorescence, 1 h; inhibition, % at 8.33 µM; hit rate 0.51% among 340,000; AID 504462; in the data active = inhibition above about 40%
Target sequence (Q9Y4P1 whole entry, looked up): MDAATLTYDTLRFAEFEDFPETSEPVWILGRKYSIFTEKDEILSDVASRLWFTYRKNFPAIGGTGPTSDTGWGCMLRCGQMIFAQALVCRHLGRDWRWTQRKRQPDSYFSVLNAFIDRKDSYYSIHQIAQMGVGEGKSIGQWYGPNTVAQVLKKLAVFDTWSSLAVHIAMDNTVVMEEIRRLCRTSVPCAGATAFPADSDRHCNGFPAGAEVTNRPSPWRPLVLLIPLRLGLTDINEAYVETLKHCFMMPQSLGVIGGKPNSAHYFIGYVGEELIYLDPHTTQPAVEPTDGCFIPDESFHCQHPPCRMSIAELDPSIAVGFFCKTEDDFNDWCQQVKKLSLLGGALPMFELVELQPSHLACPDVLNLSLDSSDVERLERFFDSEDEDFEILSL
TIM10 inh – growth inhibitors of TIM10 yeast strain. hit rate 1.4% among 330,000. inhibition, % at 10 µM. S. cerevisiae TIM10 strain growth, BacTiter-Glo luminescence, 24 h;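 active = inhibition of 40% or more at the single tested concentration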;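 note: wild-type TIM10 isogenic control strain grown at permissive 25 °C; 0% = DMSO yeast wells and 100% = minimal medium wells without yeast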
Numbers without * were called inactive; x = no result given.

canonical_smiles	hIAP block	NALP3 yeast inh	hIAP act	tim10-1 inh	Apaf1 inhib	mIAP inh	mIAP act	ATG4B inhibitor	TIM10 inh
CCN(CC)S(=O)(=O)c1cc(NC(=O)CNc2cccc(S(=O)(=O)N3CCOCC3)c2)ccc1C	-5	-11	1.1	6	15	-19	1.2	-8	-1
CCOC(=O)C1CCCN(c2cc(C)nc3cc(-c4ccc(F)cc4)nn23)C1 (centres undefined)	-14	26	1.1	20	11	7	0.93	-19	23
O=C(CC(=O)N/N=C\c1ccc([N+](=O)[O-])cc1)NCCc1ccccc1	-10	7	1.1	27	-6	10	0.9	-8	21
O=C1CC(/C=C/c2ccccn2)=Nc2ccccc2N1	-15	17	1.1	23	3	-7	1.1	10	18
CCOC(=O)c1cnc2c(C)c(Cl)ccc2c1Nc1ccc(S(=O)(=O)Nc2ncccn2)cc1	13	2	0.87	5	10	9	0.91	x	-2
O=C1CSC(=S)N1/N=C/c1ccc2c(c1)OCCO2	-10	14	1.1	22	5	26	0.74	4	15
CCOc1cc(C2NC(=O)NC(O)(C(F)(F)F)C2C(=O)c2ccccc2)ccc1OC (centres undefined)	4	9	0.96	-4	-12	-1	1	-1	-1
O=C(Nc1ccc2c(c1)OCO2)c1noc2c1CCCCC2	-4	20	1	25	-4	15	0.85	6	25
COC1CCN(C(=O)c2ccc3oc(Cc4ccc(Cl)cc4)nc3c2)CC1	3	18	0.97	8	12	0	1	26	15
CC1(C)CC(=O)C=C(NCc2cccnc2)C1	-1	10	1	15	-2	12	0.88	-11	-8
COC(=O)[C@H](Cc1ccccc1)NC(=O)N1CCC(C)CC1	-37	-6	1.4	17	5	2	0.98	-4	11
COc1cccc(CN(C)C(=O)c2ccc3c(=O)n4c(nc3c2)CCC4)c1	14	1	0.86	10	2	0	0.99	0	3
COc1cc(NCCC(=O)c2cccs2)c(OC)cc1Cl	8	7	0.92	23	-1	18	0.82	2	5
CCCCC(=O)Nc1cccc(NC(=O)c2ccc(Br)o2)c1	8	14	0.92	30	-4	2	0.98	7	3
CC(O)CNc1ncnc2cc(-c3ccc(F)cc3)sc12 (centres undefined)	-2	4	1	23	-1	6	0.94	-15	36
CN(Cc1c(F)cccc1Cl)C(=O)c1ccc(NC(=O)CC2SC(N3CCCC3)=NC2=O)cc1 (centres undefined)	-5	-3	1.1	-19	13	3	0.97	-8	13
CC(=O)Nc1c(O)nc(SCC(=O)Nc2nnc(SCc3ccccc3)s2)[nH]c1=O	1	19	0.99	-10	-1	5	0.95	-3	-12
O=C(c1ccc(Cl)cc1)c1nnc(-c2ccncc2)o1	7	10	0.93	-6	-2	-2	1	-5	4
COc1ccc(OC)c(NC(=O)COC(=O)Cc2ccc(-c3ccccc3)cc2)c1	3	14	0.97	-15	17	-10	1.1	-1	-27
NC(=O)COC(=O)Cc1coc2cc3c(cc12)CCC3	6	-2	0.94	17	3	-3	1	6	20
CC(=O)Nc1ccc(SC[C@H](C)CN2CC[C@H](C(C)(C)C)CCC2=O)cc1	3	11	0.97	22	27	-12	1.1	-4	15
COc1ccc(NC(=O)c2c(NC(=O)CNCc3ccco3)sc3c2CCC3)c(OC)c1	-20	17	1.2	26	20	-3	1	-3	16
COc1ccc(Oc2c(C(F)(F)F)oc3cc(OCC(=O)O)ccc3c2=O)cc1	5	16	0.95	15	5	-5	1	-11	-10
CCOc1ccc(S(=O)(=O)N(CC(=O)O)c2ccccc2)cc1	-10	8	1.1	-13	-4	3	0.97	0	1
O=C1C(=O)N(CCO)C(c2ccccc2)/C1=C(\O)c1ccccc1 (centres undefined)	-1	2	1	8	-2	4	0.96	4	9

(next part)
canonical_smiles	hIAP block	NALP3 yeast inh	hIAP act	tim10-1 inh	Apaf1 inhib	mIAP inh	mIAP act	ATG4B inhibitor	TIM10 inh
COc1cc2c(=O)n(CCCN3CCOCC3)c(=S)[nH]c2c(OC)c1OC	17	5	0.83	2	6	-4	1	-3	-9
Cc1cc(OCc2cc(C(=O)N(C)Cc3ccccn3)no2)cc(C)c1Cl	-25	24	1.3	29	18	2	0.98	15	25
COc1ccc(-c2c3c(nc4sc5c(=O)[nH]c(C)nc5c24)CCC3)cc1	3	13	0.97	9	8	9	0.91	2	6
CC(C)(C#N)c1cc(Cn2cncn2)cc(C(C)(C)C#N)c1	-20	23	1.2	2	-6	9	0.91	x	9
CCOc1ccc(/C(O)=C2/C(=O)C(=O)N(c3ncccn3)C2c2ccc(C)cc2)cc1 (centres undefined)	5	14	0.95	-11	-4	-12	1.1	0	-22
Cc1cc(C)c(C)c(S(=O)(=O)N2CCCCC2C(=O)O)c1C (centres undefined)	14	5	0.86	17	13	1	0.99	1	2
Cn1c(=O)c2c(ncn2CC(=O)N2CCCCCC2)n(C)c1=O	-16	11	1.2	-15	-19	1	0.99	5	-30
Cc1ccccc1[C@@]1(C)ON(c2ccccc2C(F)(F)F)C1=O	-4	16	1	9	8	1	0.99	7	33
CCCNC(=O)c1ccc2c(c1)nc(C)n2-c1cccc(C)c1	-10	10	1.1	33	4	-8	1.1	-3	0
Cn1cc(C(=O)Nc2ccc3c(c2)CCC3)cn1	-12	-6	1.1	-5	9	-17	1.2	-4	4
O=c1[nH]c(=O)n([C@H]2C[C@H](O)[C@@H](CO)O2)cc1I	-5	25	1.1	0	-8	-4	1	-5	3
N#CC1=C(N)N(c2ccccc2)C2=C(C(=O)CCC2)C1c1ccccc1 (centres undefined)	-13	15	1.1	3	20	-9	1.1	-10	10
COC(=O)c1cc(S(=O)(=O)Nc2ccc(C)c(F)c2)c[nH]1	8	0	0.92	11	5	4	0.96	-1	6
CC(=O)Oc1ccc(C(=O)Cc2ccccn2)c(O)c1	0	5	1	10	-11	-7	1.1	-5	18
COC(=O)c1cc(-c2ccc(NC(C)=O)cc2)nc2ccccc12	18	23	0.82	50*	-3	4	0.96	-11	36
O=C(c1ccc2c(c1)CCN2S(=O)(=O)c1ccccc1)N1CCN(c2ccccc2)CC1	8	5	0.92	31	19	4	0.96	-9	20
CC(Sc1nnnn1C1CCCCC1)C(=O)O (centres undefined)	-9	8	1.1	-13	0	-2	1	-11	-7
CC(C)CN(C(=O)CSc1nnc(C2CC2)n1-c1ccccc1)C1CCS(=O)(=O)C1 (centres undefined)	-7	9	1.1	-8	4	8	0.93	-8	8
CCOC(=O)c1ccc(N2CCCCC2)c(NS(=O)(=O)c2ccc(C)cc2)c1	-17	14	1.2	12	9	6	0.94	-6	24
O=S(=O)(CCN(CCS(=O)(=O)C(F)(F)F)CC1CCCO1)C(F)(F)F (centres undefined)	0	18	1	50*	-10	0	1	-11	45*
Cc1cccc(N2CCN(C(=O)C3CCN(S(=O)(=O)c4c(C)noc4C)CC3)CC2)c1C	-10	16	1.1	17	2	-1	1	3	11
Cc1cc(C)n(CC2CC(=O)N(c3ccc(C)c(Cl)c3)C2=O)n1 (centres undefined)	-5	7	1.1	28	10	2	0.98	-1	-8
COc1cc(C(=O)NCCC(=O)N2CCC3(CC2)NCCc2[nH]cnc23)cc(OC)c1OC	-32	15	1.3	-5	-17	10	0.9	-3	-7
O=C(CN1C(=O)S/C(=C\C=C\c2ccccc2)C1=O)Nc1ccc(C(=O)O)cc1	-2	-9	1	-2	3	14	0.86	3	10
CC(OC(=O)c1ccccc1Nc1ccc(SC(F)F)cc1)C(N)=O (centres undefined)	-3	26	1	19	-2	6	0.94	13	31

Part of the list above, with each value named.
> CCN(CC)S(=O)(=O)c1cc(NC(=O)CNc2cccc(S(=O)(=O)N3CCOCC3)c2)ccc1C
- hIAP block = -5
- NALP3 yeast inh = -11
- hIAP act = 1.1
- tim10-1 inh = 6
- Apaf1 inhib = 15
- mIAP inh = -19
- mIAP act = 1.2
- ATG4B inhibitor = -8
- TIM10 inh = -1

> CC(C)CN(C(=O)CSc1nnc(C2CC2)n1-c1ccccc1)C1CCS(=O)(=O)C1 (centres undefined)
- hIAP block = -7
- NALP3 yeast inh = 9
- hIAP act = 1.1
- tim10-1 inh = -8
- Apaf1 inhib = 4
- mIAP inh = 8
- mIAP act = 0.93
- ATG4B inhibitor = -8
- TIM10 inh = 8

> COc1cc2c(=O)n(CCCN3CCOCC3)c(=S)[nH]c2c(OC)c1OC
- hIAP block = 17
- NALP3 yeast inh = 5
- hIAP act = 0.83
- tim10-1 inh = 2
- Apaf1 inhib = 6
- mIAP inh = -4
- mIAP act = 1
- ATG4B inhibitor = -3
- TIM10 inh = -9

Next part
canonical_smiles	hIAP block	NALP3 yeast inh	hIAP act	tim10-1 inh	Apaf1 inhib	mIAP inh	mIAP act	ATG4B inhibitor	TIM10 inh
CCOCC(=O)Nc1cc(C(=O)NCCC(C)C)ccc1Cl	6	10	0.94	6	-1	7	0.93	x	19
Fc1ccccc1NC(=S)N1CCCCC1	-5	8	1.1	3	-4	5	0.95	2	2
O=C(c1ccc(C(=O)N2CCCCCC2)cc1)N1CCCCCC1	-2	3	1	5	2	0	1	-13	-3
CC(=O)Nc1ccc(NC(=O)CN(C)CC(=O)Nc2ccccc2Br)cc1	-58	-8	1.6	11	3	-14	1.1	-1	-7
C[C@H](NC(=O)c1cccc([N+](=O)[O-])c1)C(=O)OCC(=O)c1ccccc1Br	6	8	0.94	13	-9	0	1	-31	-1
CCN1CCc2c(C#N)c(NCc3ccccc3)nc(NCCO)c2C1	-2	9	1	7	18	6	0.94	-10	-1
Cc1ccc(N(CC(=O)NCCc2ccc(Cl)cc2)S(=O)(=O)c2c(C)noc2C)cc1	-18	7	1.2	-17	15	-16	1.2	6	-6
O=C1C(Cl)=C(N2CCCCCC2)C(=O)N1c1ccc(Br)cc1	10	15	0.9	20	1	4	0.96	2	14
Cc1onc(-c2ccccc2)c1C(=O)N/N=C/c1ccc([N+](=O)[O-])c(O)c1	4	10	0.96	27	17	0	1	-2	11
COc1ccc(-c2csc(Nc3ccc(C)cn3)n2)cc1OC	10	2	0.9	6	-10	3	0.97	-8	11
COc1ccc(NC(=O)CN(C)C(=O)CCNS(=O)(=O)c2ccc(Br)cc2)cc1	-25	10	1.3	9	-4	12	0.88	-9	11
CCOc1ccccc1NC(=O)N1CCc2ccccc2C1	-3	7	1	26	11	-1	1	1	14
S=c1[nH]nc(Cc2sc(-c3ccccc3)nc2-c2ccccc2)o1	-9	21	1.1	27	9	2	0.98	9	4
COc1ccc2sc(-c3ccccc3OC)c(-c3ccc(OCCN(C)C)cc3)c2c1	x	x	x	3	65*	5	0.95	2	25
COC(C[C@H](O)C[C@@H](O)[C@H](C)OCc1ccccc1)OC	15	5	0.85	-21	-2	4	0.96	7	-3
O=C(CN1C(=O)S/C(=C\c2ccc(F)cc2)C1=O)NC1C=CS(=O)(=O)C1 (centres undefined)	-21	8	1.2	-13	-11	-3	1	3	-10
O=C(Nc1ccccc1)c1cc(-n2cnnc2)ccc1Cl	15	9	0.85	4	-15	2	0.97	4	5
CCn1c(O)c2ccc(C(=O)N=NC(=O)c3ccccc3)cc2c1O	-61	10	1.6	-21	-3	-10	1.1	-4	3
CCC(=O)NC1=C(Nc2ccc(N)cc2)C(=O)c2ccccc2C1=O	16	29	0.84	24	15	4	0.96	6	-1
O=C(OCc1nnc(-c2ccc([N+](=O)[O-])cc2)o1)C1CC(=O)N(CCc2ccccc2)C1 (centres undefined)	-3	24	1	9	-3	8	0.92	-12	11
CCC(Sc1nc2c(c(=O)n1CC)SC(C)C2)C(=O)OC (centres undefined)	3	5	0.97	16	5	0	1	0	-6
O=C(COc1ccccc1)Nc1ccc(S(=O)(=O)NCc2ccco2)cc1	6	-7	0.94	36	3	-15	1.2	-9	26
Cc1cccc(NC(=O)CC(C)(C)C)c1	9	-11	0.91	-8	-7	-2	1	6	-6
CNC(=O)OC(C)CNS(=O)(=O)c1ccc(C)cc1 (centres undefined)	-24	3	1.2	9	-19	-2	1	-4	8
